RGS12 GoLoco inh: RGS12 GoLoco-Gai1 interaction inhibition; Potency, µM (top dose mostly 61.6 µM), inactives show top-dose activity, negative = inhibition, hits mostly inhibitors; Gai1:RGS12 GoLoco peptide FP, rhodamine, 10 min; AID 880; 0.44% of 230,000 active; active = well fitted inhibition curve with a large enough effect, not every such curve was filed as active; inactive = no such curve, though single readings can be large or run the other way; note: % is set by controls: 0 for no effect and ±100 for the full control effect; nearly all actives have a fitted effect of over 30% in size; many of its hits are not listed in these tables
Target sequence (P63096 whole entry, looked up): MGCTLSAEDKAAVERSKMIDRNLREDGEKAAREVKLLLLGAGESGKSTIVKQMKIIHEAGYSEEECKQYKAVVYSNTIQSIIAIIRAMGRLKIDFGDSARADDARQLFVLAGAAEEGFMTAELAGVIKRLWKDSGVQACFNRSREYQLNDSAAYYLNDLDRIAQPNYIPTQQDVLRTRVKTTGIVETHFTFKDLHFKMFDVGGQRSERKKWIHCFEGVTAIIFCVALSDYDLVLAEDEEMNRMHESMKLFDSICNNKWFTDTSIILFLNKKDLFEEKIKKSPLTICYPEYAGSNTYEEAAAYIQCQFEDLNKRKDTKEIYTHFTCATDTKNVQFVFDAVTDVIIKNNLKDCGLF
JMJD2E inh: inhibitors of human JMJD2E histone demethylase; B2RXH2; JMJD2E catalytic domain, FDH-coupled NADH fluorescence (FDH is formaldehyde dehydrogenase); Potency, µM (highest dose often 57.1 µM), without a hit: at the highest dose activity change, negative = inhibition, hits mostly inhibitors; 1.6% of 230,000 active; active = well fitted inhibition curve with a large enough effect, not every such curve was filed as active; inconclusive = small, poorly fitted or top-dose-only effect, or another doubt; inactive = no such curve, though single readings can be large or run the other way;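 note: 0% = wells with enzyme and -100% = buffer wells without enzyme; nearly all actives have a fitted effect of over 50% in size; many of its hits are not listed in these tables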
RECQ1 inh: blocks DNA unwinding by human RECQ1; AID 2549; RECQ1 DNA unwinding, red fluorescence kinetic read; 0.54% of 240,000 active; Potency, µM (top dose mostly 57.3 µM), without a hit: at the top dose activity, negative = inhibition, hits mostly inhibitors;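 note: plate controls were vehicle for no effect and no enzyme for full effect; nearly all actives have a fitted effect of over 30% in size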
Target sequence (P46063 whole entry, looked up): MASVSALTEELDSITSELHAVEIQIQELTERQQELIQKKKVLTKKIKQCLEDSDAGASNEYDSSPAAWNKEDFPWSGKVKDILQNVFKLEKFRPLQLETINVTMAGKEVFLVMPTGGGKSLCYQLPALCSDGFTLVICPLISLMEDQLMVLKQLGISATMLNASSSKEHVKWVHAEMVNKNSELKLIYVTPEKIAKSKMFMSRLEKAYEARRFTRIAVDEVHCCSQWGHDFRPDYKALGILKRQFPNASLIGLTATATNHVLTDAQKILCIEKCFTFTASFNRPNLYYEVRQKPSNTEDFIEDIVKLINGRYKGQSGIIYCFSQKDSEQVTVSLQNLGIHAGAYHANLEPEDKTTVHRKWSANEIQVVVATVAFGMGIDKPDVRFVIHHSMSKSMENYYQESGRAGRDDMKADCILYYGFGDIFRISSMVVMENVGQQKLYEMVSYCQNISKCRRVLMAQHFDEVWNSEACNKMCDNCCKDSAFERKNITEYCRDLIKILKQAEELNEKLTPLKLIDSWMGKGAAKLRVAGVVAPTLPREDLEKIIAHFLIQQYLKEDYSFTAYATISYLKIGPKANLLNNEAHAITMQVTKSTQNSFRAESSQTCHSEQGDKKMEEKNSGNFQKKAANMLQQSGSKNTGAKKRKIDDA
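RECQ1T1 50 nM; forked duplex (20 bp + 30-nt ss tails) 200 nM, ATP 2 mM final; pH 8.0, 2 mM MgCl2, 2.5 ug/ml poly(dI-dC); 15 min compound preincubation; discontinuous kinetic read over 2 h at RT.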
Luc counter: counter-screen: inhibitors of Kinase-Glo firefly luciferase; 0.28% of 200,000 active; Potency, µM (doses to about 38.3 µM), for inactives: top-dose activity change, negative = inhibition, usual class: inhibitors; Kinase-Glo luciferase, ATP luminescence, 8 min; Q27757; AID 1379; note: % is set by controls: 0 for no effect and ±100 for the full control effect; nearly all actives have a fitted effect of over 60% in size
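Inhibition of Kinase-Glo luciferase light generation was assessed at 10 uM ATP in pH 7.2 imidazole buffer, with luminescence measured after eight minutes at ambient temperature.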
SMN2 splice enh: enhancers of SMN2 splice variant expression; HEK293 SMN2-luciferase splicing reporter, luminescence, 30-36 h; Potency, µM (top dose mostly 46.1 µM), for the others: at the top dose activity change, positive = activation, actives largely listed as activators; 2.8% of 210,000 active; note: % of control where 0% means no effect; nearly all actives have a fitted effect of over 55% in size
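qHTS luciferase splicing reporter: luminescence rises when SMN2 exon 7 is included in transfected HEK293 cells. Compound exposure lasted 30-36 h at 37C, with 4.5 mM final sodium butyrate as control, followed by a ONE-Glo read.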
IMPase Li cell: IMPase inhibition in cells with lithium potentiation; CHO-M1 cells, IP1 TR-FRET (IP-One), carbachol + lithium; Potency, µM (series often up to 59.4 µM), for the others: at the highest dose activity, negative = IMPase inhibition, usual class: inhibitors; 0.35% of 210,000 active; AID 1457;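 note: IP1 builds up when IMPase is blocked and the TR-FRET signal falls; plate controls were basal vehicle for no effect and high inhibitor control for full effect; nearly all actives have a fitted effect of over 50% in size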
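IP1 accumulation measured by competitive TR-FRET in lysed CHO-M1 cells after 30 min compound exposure at 37C, with a small lithium addition to potentiate weak responses. Hill-equation AC50 from ratio and donor-channel data.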
Epigenetic reg: regulators of epigenetic silencing causing reporter derepression in mouse cells. Potency, µM (titrated, usually from 53.9 µM), inactives show at the highest dose GFP activation, usual class: activators. murine LDR cells, GFP reporter derepression, 30 h. AID 1865. 0.2% of 280,000 active; note: % of control where 0% means no effect; nearly all actives have a fitted effect of over 60% in size
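GFP-positive cell count by laser-scanning cytometry (objects 20–120 um) after 30 h, 37 C compound exposure of murine LDR cells; reporter is CMV-GFP integrated at a silenced locus, inducible by HDAC or DNMT inhibitors.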
NPSR antagonist: blocks cAMP signaling of the human neuropeptide S receptor | Potency, µM (series often up to 38.3 µM), inactives show top-dose activity change, negative = inhibition, hits mostly inhibitors | CHO-NPSR cells, cAMP TR-FRET, antagonist mode | AID 1461 | Q6W5P4 | 1% of 220,000 active; note: % is set by controls: 0 for no effect and ±100 for the full control effect; nearly all actives have a fitted effect of over 50% in size; many of its hits are not listed in these tables
Active calls of the source: *; i = inactive; ? = inconclusive; nt = no result given; & = joins results of further samples; [ ] = remark or other dose. Unless noted, calls come from the whole dose curve; as a rule, active = well fitted curve in the direction sought with a large enough effect; inconclusive = small, poorly fitted or top-dose-only effect, or another doubt; inactive = no such curve, though single readings can be large; an effect the other way counts as inactive or inconclusive. Potency is the fitted concentration of half-maximal effect. A portion of the library; the hit share may differ from the screen's.

1: COc1ccc(CC(=O)NNC(=O)CSc2ccc(C)cc2)cc1
2: COC(=O)N1C(C2CC2)=Cc2ccccc2C1CC(C)=O (stereo unspecified)
3: CCCS(=O)(=O)Nc1cc(C(F)(F)F)ccc1OCCOC
4: COc1ccc(C)c2sc(N3CCCC3)nc12
5: CCSc1nnc(NC(=O)CCc2ccccc2)s1
6: O=C(NCc1ccncc1)Nc1cccc(Cl)c1
7: COc1cc(/C=N/NC(N)=S)cc(Br)c1OCc1ccccc1F
8: CC(=O)Nc1cccc(Oc2ncnc3scc(-c4ccc(C(C)C)cc4)c23)c1

compound no.	1	2	3	4	5	6	7	8
RGS12 GoLoco inh	6%	1%	23%	-17%	3%	-20%	2%	4%
JMJD2E inh	-1%	0%	2%	12%	-2%	5%	-1%	-1%
RECQ1 inh	i	i	i	-3%	-12%	-3%	i	?
Luc counter	-1%	1%	-4%	-4%	0%	-3%	0%	-1%
SMN2 splice enh	-10%	1%	20%	-11%	6%	20%	-33%[inhibitor]	176%
IMPase Li cell	0%	11%&20%	32%[38.3 µM]	1%[38.3 µM]	-6%[38.3 µM]	13%[38.3 µM]	17%	14%
Epigenetic reg	1.1%	-0.3%	-1.0%	1.1%	2.7%	-1.0%	0.0%	-0.7%
NPSR antagonist	6%	nt	-6%[46.1 µM]	-5%[46.1 µM]	-5%[46.1 µM]	-7%[46.1 µM]	-46%	-34%

Three compounds from above, arranged by the number in IMPase Li cell, ascending:
#	canonical_smiles	RGS12 GoLoco inh	JMJD2E inh	RECQ1 inh	SMN2 splice enh	IMPase Li cell	Epigenetic reg	NPSR antagonist
1	COc1ccc(CC(=O)NNC(=O)CSc2ccc(C)cc2)cc1	6%	-1%	i	-10%	0%	1.1%	6%
8	CC(=O)Nc1cccc(Oc2ncnc3scc(-c4ccc(C(C)C)cc4)c23)c1	4%	-1%	?	176%	14%	-0.7%	-34%
7	COc1cc(/C=N/NC(N)=S)cc(Br)c1OCc1ccccc1F	2%	-1%	i	-33%[inhibitor]	17%	0.0%	-46%

Other records
9: CCN1CCN(C(=O)CN(C)S(=O)(=O)c2cc(C)ccc2OC)CC1
10: Cc1cccc(C)c1OCCCCn1cnc2ccccc2c1=O
11: CCOC(=O)c1cc(-c2nnc(-c3ccc(Cl)cc3)o2)c(C)nc1C
12: COc1cc(C(=O)Nc2cccc(-c3nc4ncccc4o3)c2C)cc(OC)c1OC
13: Cn1cc(C(=O)c2ccc(Cl)cc2Cl)cc1C(=O)N/N=C(\N)COc1cccc(C(F)(F)F)c1
14: CCOC(=O)c1cc2c(n(-c3ccc(C)cc3)c1=O)CCCC2=O
15: COc1ccc(C(=O)Nc2cc(C(F)(F)F)ccc2-n2cnc3ccccc32)cc1
16: COC(=O)c1cccc(NS(C)(=O)=O)c1C

compound no.	9	10	11	12	13	14	15	16
RGS12 GoLoco inh	27%	-1%	13%	14%	-6%	3%	2%	0%
JMJD2E inh	1%	6%	-2%	3%	?	?	1%	-2%
RECQ1 inh	15%	3%	-6%	4%	-4%	i	-2%	-8%
Luc counter	-5%	-6%	2%	-1%	-3%	2%	-1%	1%
SMN2 splice enh	11%	0%	-18%	-30%	-13%	4%	-6%	6%
IMPase Li cell	3%	6%[38.3 µM]	7%[38.3 µM]	?	26%[38.3 µM]	0%[38.3 µM]	21%	-7%[38.3 µM]
Epigenetic reg	0.2%	1.7%	0.8%	-0.2%	-1.0%	-6.3%	0.0%	-2.3%
NPSR antagonist	-10%	-21%[46.1 µM]	2%[46.1 µM]	5%[46.1 µM]	-12%[46.1 µM]	3%[46.1 µM]	-15%[46.1 µM]	1%[46.1 µM]

17: Cc1cc(-c2n[nH]c(=S)n2/N=C/C(Cl)=C/c2ccccc2)n[nH]1
18: CCOC(=O)/C(C#N)=C/c1cccc(C)c1
19: C[C@@H]1CN(Cc2nc(Cc3ccccc3F)no2)C[C@H](C)O1
20: O=C(Nc1ccc(NC(=O)c2ccco2)nc1)c1ccco1
21: Cc1cc(C)cc(N(CCC#N)C(=O)CSc2nc3nc(C)cc(C)n3n2)c1
22: CC(C)(C)OC(=O)NCc1nc(N)n[nH]1
23: Cc1cc(C(=O)CN2C(=O)c3ccccc3C2=O)c(C)n1Cc1cccs1
24: CC(C)C(NC(=O)OCc1ccccc1)C(=O)OCC(=O)N1CCCCC1 (stereo unspecified)

compound no.	17	18	19	20	21	22	23	24
RGS12 GoLoco inh	4%	11%	9%	13%	-6%	-10%	6%	4%
JMJD2E inh	?	14%	-2%	-5%	1%	5%	-22%	5%
RECQ1 inh	-1%	i	-6%	i	-7%	-3%	-7%	11%
Luc counter	2%	nt	-3%	-23%	6%	-2%	0%	-7%
SMN2 splice enh	?	nt	nt	2.5µM*	-5%	6%	14µM*	?
IMPase Li cell	9%	nt	6%	1%	-15%[38.3 µM]	1%	9%	11%[38.3 µM]
Epigenetic reg	?	2.2%	-1.1%	-1.1%	-0.4%	1.7%	1.0%	-1.0%
NPSR antagonist	-60%	-24%	11%	7%	-3%[46.1 µM]	-12%[46.1 µM]	-4%	-8%[46.1 µM]

25: O=C(NC1=NCCS1)c1sc2cc(Cl)cc(Cl)c2c1Cl
26: COC(=O)C1CC(=O)N(Cc2ccccc2)C1 (stereo unspecified)
27: COc1ccc(-n2ccnc2CN2CCCC(CO)(Cc3cccc(OC)c3)C2)cc1 (stereo unspecified)
28: Cc1ccc(C(=O)Nc2ccc(Cl)cn2)cc1S(=O)(=O)N1CCOCC1
29: CC(C)CN(C(=O)COC(=O)CNC(=O)c1ccccc1F)C1CCS(=O)(=O)C1 (stereo unspecified)
30: CSc1nc(C)cc(/C=C\c2ccccc2)c1C#N
31: C=C1C(C(=O)N2CCN(C)CC2)C1C(=O)N1CCN(C)CC1 (stereo unspecified)
32: O=S(=O)(NC1CCCC1)c1ccc(S(=O)(=O)NC2CCCC2)cc1

compound no.	25	26	27	28	29	30	31	32
RGS12 GoLoco inh	11%	-7%	-7%	10%	-8%	-35%	-1%	-4%
JMJD2E inh	-1%	7%	-5%	10%	-23%	3%	-6%	?
RECQ1 inh	-1%	i	i	-12%	i	-11%	9%	?
Luc counter	-1%	-2%	nt	0%	-1%	-8%	14%	1%
SMN2 splice enh	-3%	2%	nt	-23%	3%	-23%	-2%	?
IMPase Li cell	-20%	4%	9%	21%[38.3 µM]	1%	?	0%[38.3 µM]	-16%[38.3 µM]
Epigenetic reg	-3.0%	2.5%	-1.2%	-3.2%	2.8%	1.3%	-0.9%	-2.4%
NPSR antagonist	-6%	10%	19%	-8%[46.1 µM]	9%	-10%[46.1 µM]	-12%[46.1 µM]	-3%[7.67 µM]

33: O=S(=O)(Nc1ccc2oc(-c3ccccc3)nc2c1)c1ccccc1
34: CC(=O)NCCCc1c[nH]c2ccc(Cl)cc12
35: COc1cccc(CN2C[C@]34C=C[C@@H](C[C@@H]3S2(=O)=O)O4)c1
36: CCOC(=O)C(C)Oc1cccc2c(=O)n(CC(=O)N3CCc4ccccc43)ccc12 (stereo unspecified)
37: O=C(NC1(C(=O)NC2CCCC2)CCCCC1)c1ccc2c(c1)OCO2
38: Nc1ccc(C(=O)OCc2nc3ccccc3s2)cc1
39: O=C(c1ccco1)N1CCC2(CCCN(c3ccccn3)C2)CC1
40: COc1ccc(-c2ccc(C#N)c(OC(=O)c3c(Cl)cccc3Cl)n2)cc1

compound no.	33	34	35	36	37	38	39	40
RGS12 GoLoco inh	2%	-7%	-2%	-4%	-2%	4%	12%	8%
JMJD2E inh	?	3%	10%	?	-4%	-4%	nt	?
RECQ1 inh	i	9%	i	-2%	-1%	-6%	-3%	i
Luc counter	-1%	-2%	nt	3%	-6%	-3%	1%	2%
SMN2 splice enh	-14%	-1%	nt	-17%	-12%	2%	-12%	0%
IMPase Li cell	-11%[38.3 µM]	6%[38.3 µM]	nt	3%[38.3 µM]	3%[38.3 µM]	6%	24%	4%[38.3 µM]
Epigenetic reg	-1.2%	0.0%	1.3%	0.0%	1.5%	-1.4%	nt	-1.8%
NPSR antagonist	-19%[46.1 µM]	9%[46.1 µM]	15%	-6%[46.1 µM]	-4%[46.1 µM]	-4%	nt	-25%[46.1 µM]

41: CCOC(=O)Cc1csc(SCc2nc3ccccc3c(=O)[nH]2)n1
42: Cc1[nH]n(-c2ccccc2)c(=O)c1C1(C(F)(F)F)C(=O)N(c2ccccc2)C2=C1C(=O)CC(C)(C)C2 (stereo unspecified)
43: CCOc1cc(C#N)c(NC(=O)c2cccnc2)cc1OCC
44: Cc1ccc(C)o1
45: COCCNC(=O)C1CC2Cn3c(nc4cc(Cl)c(Cl)cc43)C2N1C (stereo unspecified)
46: O=C(CSc1nnc(-c2cccnc2)n1CCN1CCCCC1)Nc1cccc(Cl)c1
47: COc1ccc(NC(=O)COC(=O)CCCc2c[nH]c3ccccc23)cc1OC
48: CNC(=O)NC(=O)COC(=O)c1n[nH]c2ccccc12

compound no.	41	42	43	44	45	46	47	48
RGS12 GoLoco inh	8%	7%	-16%	-5%	2%	5%	7%	1%
JMJD2E inh	-4%	0%	4%	nt	7%	5%	-26%	?
RECQ1 inh	-10%	-5%	-7%	-7%	i	-9%	-13%	i
Luc counter	-2%	-2%	-6%	nt	nt	4%	-2%	nt
SMN2 splice enh	7%	8%	1%	2%	nt	13%	5%	nt
IMPase Li cell	?	16%[38.3 µM]	-1%[38.3 µM]	-5%	nt	1%	17%[38.3 µM]	nt
Epigenetic reg	0.8%	-0.3%	0.4%	nt	-1.6%	-1.2%	-1.2%	-0.3%
NPSR antagonist	-10%[46.1 µM]	-27%[46.1 µM]	6%[46.1 µM]	nt	7%	7%	-10%[46.1 µM]	0%

49: CCCCCC1=C2CNC(Cc3ccccc3)(C(=O)OC)C=C2C(C)C1=O (stereo unspecified)
50: CC(=O)C1=C(O)C(=O)N(Cc2cccnc2)C1c1ccccc1Cl (stereo unspecified)
51: CCOc1ccc(-c2ccc(C=O)o2)c([N+](=O)[O-])c1
52: COCCn1c(Br)nc2c1c(=O)n(C)c(=O)n2C

compound no.	49	50	51	52
RGS12 GoLoco inh	8%	-1%	5%	-1%
JMJD2E inh	?	-26%	6%	6%
RECQ1 inh	-7%	-7%	i	-7%
Luc counter	-3%	13%	-1%	-3%
SMN2 splice enh	-1%	11%	-3%	nt
IMPase Li cell	-4%	-19%[38.3 µM]	2%	3%
Epigenetic reg	-1.0%	0.8%	1.3%	-1.1%
NPSR antagonist	nt	?	-19%	-13%
